IDH1 R132H inh: IDH1 R132H (human) inhibition | actives 0.18% (n = 70,000) | O75874 | IDH1 R132H reductase, diaphorase/resazurin fluorescence, 60 min | inhibition, % at 10 µM; in the data active = inhibition above about 34%;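 note: 0% = DMSO and 100% = no enzyme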
Target sequence (O75874 whole entry R132H): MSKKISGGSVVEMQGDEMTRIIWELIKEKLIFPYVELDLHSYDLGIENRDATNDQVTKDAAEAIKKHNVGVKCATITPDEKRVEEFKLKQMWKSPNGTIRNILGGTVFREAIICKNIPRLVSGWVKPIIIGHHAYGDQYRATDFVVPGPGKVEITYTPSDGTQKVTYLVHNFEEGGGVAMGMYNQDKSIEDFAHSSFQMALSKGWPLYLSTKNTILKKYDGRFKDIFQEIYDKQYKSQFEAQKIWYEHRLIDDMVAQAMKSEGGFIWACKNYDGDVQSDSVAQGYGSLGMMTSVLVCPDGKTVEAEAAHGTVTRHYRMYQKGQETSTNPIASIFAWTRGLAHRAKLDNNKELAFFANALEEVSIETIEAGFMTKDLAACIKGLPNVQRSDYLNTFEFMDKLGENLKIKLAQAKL
EZH2 inh: inhibitors of human EZH2/PRC2 methyltransferase; PRC2 H3K27 methylation, DELFIA TRF, 1 h; inhibition, % at 12.5 µM; actives 0.35% (n = 57,000); AID 651548;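 active = mean inhibition of replicates at least 50% and every single replicate also reaching 50%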;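 note: dimethyl H3K27 on biotinylated H3 21-44 peptide detected by antibody; plate controls were median neutral control wells for no effect and median positive control wells for full effect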
Active calls of the source: *; nt = not tested or not shown. This is a subset; rates above refer to the full screens.

A first look, six compounds:
SMILES	IDH1 R132H inh	EZH2 inh
C[C@@H]1CN([C@@H](C)CO)C(=O)c2cc(NC(=O)Nc3ccccc3)ccc2O[C@H]1CN(C)S(=O)(=O)c1ccc(F)cc1	-2.7	nt
O=C(CCCCCCC(=O)Nc1ccccc1O)N/N=C/c1ccc(N(c2ccccc2)c2ccccc2)cc1	0.2	15
O=C(Cc1ccccn1)NCC[C@@H]1CC[C@H](NC(=O)CN2CCOCC2)[C@@H](CO)O1	-0.1	1
CCCOc1ccc(-c2nc(SCC(N)=O)n[nH]2)cc1	0.5	-41
C/C=C/c1cnc2c(c1)C(=O)N([C@H](C)CO)C[C@H](C)[C@@H](CN(C)C(=O)Cc1cccnc1)O2	0.7	nt
C[C@@H]1CCCCO[C@H](CN(C)C(=O)C2CCCCC2)[C@H](C)CN([C@@H](C)CO)C(=O)c2cc(NC(=O)Nc3ccccc3)ccc2O1	-0.4	nt

All compounds of this part, previewed entries included:
SMILES	IDH1 R132H inh	EZH2 inh
C[C@@H]1CN([C@@H](C)CO)C(=O)c2cc(NC(=O)Nc3ccccc3)ccc2O[C@H]1CN(C)S(=O)(=O)c1ccc(F)cc1	-2.7	nt
O=C(CCCCCCC(=O)Nc1ccccc1O)N/N=C/c1ccc(N(c2ccccc2)c2ccccc2)cc1	0.2	15
O=C(Cc1ccccn1)NCC[C@@H]1CC[C@H](NC(=O)CN2CCOCC2)[C@@H](CO)O1	-0.1	1
CCCOc1ccc(-c2nc(SCC(N)=O)n[nH]2)cc1	0.5	-41
C/C=C/c1cnc2c(c1)C(=O)N([C@H](C)CO)C[C@H](C)[C@@H](CN(C)C(=O)Cc1cccnc1)O2	0.7	nt
C[C@@H]1CCCCO[C@H](CN(C)C(=O)C2CCCCC2)[C@H](C)CN([C@@H](C)CO)C(=O)c2cc(NC(=O)Nc3ccccc3)ccc2O1	-0.4	nt
C[C@H](CO)N1C[C@H](C)[C@H](CN(C)Cc2ccc3c(c2)OCO3)OCc2ccccc2-c2ccccc2C1=O	-0.9	-4
CCCC#Cc1cnc2c(c1)C(=O)N([C@H](C)CO)C[C@@H](C)[C@@H](CN(C)C(=O)C1CC1)O2	-2.0	0
O=C(NCCc1c[nH]c2ccccc12)Nc1ccc(Cl)c(Cl)c1	-0.2	40
CNC[C@H]1Oc2ccc(NC(=O)CCC(F)(F)F)cc2CC(=O)N([C@H](C)CO)C[C@H]1C	-0.8	-5
COCC(=O)N(C)C[C@@H]1Oc2ncc(-c3ccc(C#N)cc3)cc2C(=O)N([C@@H](C)CO)C[C@H]1C	0.0	-4
O=C(OC[C@@H]1[C@H]2c3ccccc3O[C@]1(CO)N=C1Sc3ccc([N+](=O)[O-])cc3C(=O)N12)c1ccccc1	nt	-5
C=CCOc1ccccc1/C=N/NC(=O)c1cccc(C(=O)NO)c1	nt	1
COc1cccc(S(=O)(=O)N[C@H]2CC[C@@H](CC(=O)NCc3ccc(Cl)cc3)O[C@H]2CO)c1	-0.5	1
Cc1ccc(S(=O)(=O)N(C)C[C@@H]2OCc3ccccc3-c3ccccc3C(=O)N([C@@H](C)CO)C[C@H]2C)cc1	nt	-20
C[C@@H]1CCCCO[C@H](CN(C)S(=O)(=O)c2ccccc2)[C@@H](C)CN([C@H](C)CO)C(=O)c2cc(NC(=O)C3CCCCC3)ccc2O1	-12	nt
C[C@@H](O)C#Cc1cnc2c(c1)C(=O)N([C@@H](C)CO)C[C@H](C)[C@@H](CN(C)C(=O)CN1CCOCC1)O2	1.1	9
C[C@@H]1CN([C@@H](C)CO)S(=O)(=O)c2ccc(-c3ccccc3F)cc2O[C@@H]1CN(C)Cc1cncnc1	5.2	-4
C[C@@H]1CN([C@@H](C)CO)S(=O)(=O)c2ccc(-c3ccc(C(=O)N(C)C)cc3)cc2O[C@H]1CN(C)C	1.3	-2
CNC[C@@H]1Oc2ccc(NC(=O)CCN3CCOCC3)cc2CC(=O)N([C@@H](C)CO)C[C@H]1C	3.4	4
CC1(C)S[C@@H]2[C@H](NC(=O)C3(N)CCCCC3)C(=O)N2[C@H]1C(=O)O	1.0	1
C[C@H](CO)N1C[C@H](C)[C@@H](CN(C)C(=O)Nc2ccc(C(F)(F)F)cc2)Oc2ccc(NC(=O)C3CC3)cc2CC1=O	3.0	3
OC[C@H]1O[C@@H](OC(CCCCc2ccc(O)cc2)CCc2ccc(O)cc2)[C@H](O)[C@@H](O)[C@@H]1O (some centres undefined)	2.0	73*
CCC(=O)Nc1ccc2c(c1)C(=O)N(C)C[C@@H](OC)[C@@H](C)CN(C(C)=O)[C@H](C)CO2	-0.1	3

Whole records, looked up by structure. Order of values: IDH1 R132H inh, EZH2 inh
Entry for C[C@H](CO)N1C[C@H](C)[C@H](CN(C)Cc2ccc3c(c2)OCO3)OCc2ccccc2-c2ccccc2C1=O = -0.9, -4
Entry for C[C@@H]1CN([C@@H](C)CO)C(=O)c2cc(NC(=O)Nc3ccccc3)ccc2O[C@H]1CN(C)S(=O)(=O)c1ccc(F)cc1 = -2.7, nt
Entry for CC1(C)S[C@@H]2[C@H](NC(=O)C3(N)CCCCC3)C(=O)N2[C@H]1C(=O)O = 1.0, 1

The results go on.
SMILES	IDH1 R132H inh	EZH2 inh
COCC(=O)N(C)C[C@@H]1Oc2ncc(C#Cc3cccnc3)cc2C(=O)N([C@H](C)CO)C[C@@H]1C	6.6	-24
C[C@H]1CN([C@@H](C)CO)C(=O)c2cc(/C=C/c3ccccc3)cnc2O[C@H]1CN(C)Cc1cccc(C(=O)O)c1	0.1	nt
CC(C)NC(=O)N(C)C[C@@H]1Oc2cc(-c3ccccc3)ccc2S(=O)(=O)N([C@@H](C)CO)C[C@H]1C	1.8	-3
CNC[C@@H]1Oc2c(NC(=O)C3CCOCC3)cccc2C(=O)N([C@H](C)CO)C[C@@H]1C	2.1	6
CC1=C(CC(=O)O)c2cc(F)ccc2/C1=C\c1ccc(S(C)=O)cc1 (centres undefined)	2.1	nt
C[C@@H]1CCCCO[C@@H](CN(C)Cc2ccc(C(F)(F)F)cc2)[C@H](C)CN([C@@H](C)CO)C(=O)c2cc(N(C)C)ccc2O1	-3.9	nt
COc1cc2c(cc1OC)CN(C(=O)[C@@H]1[C@H]3C(=O)O[C@H](c4ccccc4)[C@H](c4ccccc4)N3[C@H](c3ccc(OCCO)cc3)[C@@]13C(=O)Nc1ccc(C#CCNC(N)=O)cc13)CC2	-0.1	-38
C[C@H]1CN([C@@H](C)CO)C(=O)c2cccc(NC(=O)C3CCOCC3)c2O[C@@H]1CN(C)C(=O)Nc1ccccc1	-0.8	2
COC(=O)CCC(=O)Nc1cc([N+](=O)[O-])ccc1OC	-0.5	9
C[C@H]1CN([C@@H](C)CO)C(=O)c2cccc(NC(=O)NC3CCCCC3)c2O[C@H]1CN(C)S(=O)(=O)c1ccc(Cl)cc1	0.4	nt
Cc1noc(C)c1NC(=O)Nc1cccc2c1O[C@@H](CN(C)Cc1ccc(Cl)c(Cl)c1)[C@H](C)CN([C@H](C)CO)C2=O	0.5	-1
NCC[C@H]1CC[C@H](NS(=O)(=O)c2ccccc2F)[C@@H](CO)O1	-0.1	-5
COCC(=O)Nc1ccc2c(c1)[C@H]1C[C@@H](CC(=O)N[C@H](C)c3ccccc3)O[C@@H](CO)[C@H]1O2	0.1	-1
CO[C@@H]1CN(C)C(=O)c2ccc(NC(=O)c3cnccn3)cc2OC[C@@H](C)NC[C@H]1C	0.3	2
COCc1cn(CC[C@@H]2CC[C@H](NC(=O)Nc3ccc(Cl)cc3)[C@H](CO)O2)nn1	0.3	-6
CC(C)C#Cc1ccc2c(c1)O[C@@H](CN(C)C(=O)c1ccccn1)[C@H](C)CN([C@H](C)CO)S2(=O)=O	2.2	6
O=C(CSc1nc2ccccc2c(=O)[nH]1)Nc1ccc(Cl)cc1Cl	0.4	10
CNC[C@H]1Oc2ccc(NC(=O)C3CCCCC3)cc2CC(=O)N([C@@H](C)CO)C[C@H]1C	nt	4
CN(C)C(=O)c1cccc(-c2cccc(-c3nc(C(=O)NCc4ccccc4)cc4c3[C@H](CCO)N([S@@](=O)C(C)(C)C)C4)c2)c1	0.0	2
C[C@@H]1CN([C@H](C)CO)S(=O)(=O)c2ccc(C#CCN(C)C)cc2O[C@H]1CN(C)Cc1ccccn1	1.4	nt
CCC(=O)Nc1ccc2c(c1)OC[C@H](C)NC[C@@H](C)[C@H](OC)CN(C)C2=O	0.1	-11
COc1ccc(NC(=O)N(C)C[C@H]2Oc3ncc(C4=CCCC4)cc3C(=O)N([C@@H](C)CO)C[C@@H]2C)cc1	-0.8	11
C[C@@H]1CN([C@@H](C)CO)C(=O)c2cccc(NC(=O)c3ccncc3)c2O[C@@H]1CN(C)Cc1ccc(C(=O)O)cc1	2.9	nt
Cc1ccc(C(=O)CSc2nc3sc(C)c(C)c3c(=O)[nH]2)cc1	-0.1	20
O=C(C[C@H]1CC[C@@H](NS(=O)(=O)c2ccc(F)cc2)[C@@H](CO)O1)NCCc1ccncc1	-0.1	2
COc1cccc(NC(=O)N[C@H]2CC[C@H](CC(=O)NCc3ccncn3)O[C@@H]2CO)c1	-0.8	-1
C[C@@H]1CN([C@@H](C)CO)C(=O)Cc2cc(NC(=O)CCN3CCOCC3)ccc2O[C@H]1CN(C)C(=O)Nc1ccc2c(c1)OCO2	4.2	nt
CC(C)NC(=O)N[C@H]1C=C[C@H](CC(=O)NCc2ccc(Oc3ccccc3)cc2)O[C@H]1CO	0.3	-9
COCC#Cc1ccc2c(c1)O[C@@H](CN(C)C(=O)CC1CC1)[C@@H](C)CN([C@@H](C)CO)S2(=O)=O	-2.6	-6
C[C@H](CO)N1C[C@H](C)[C@@H](CN(C)Cc2ccc(Cl)c(Cl)c2)OCCCC[C@H](C)Oc2ccc(NC(=O)CCC(F)(F)F)cc2C1=O	0.1	nt
C[C@H]1CN([C@@H](C)CO)C(=O)c2cccc(NC(=O)Nc3ccc4c(c3)OCO4)c2O[C@@H]1CN(C)Cc1ccc(C(=O)Nc2ccccc2N)cc1	2.0	-40
CCn1c(SCC(=O)Nc2cc3oc4ccccc4c3cc2OC)nnc1-c1cccs1	-0.5	3
CC(C)NC(=O)N(C)C[C@@H]1Oc2ccc(NC(=O)Cc3cn(C)c4ccccc34)cc2C(=O)N([C@H](C)CO)C[C@@H]1C	-27	22
COCC#Cc1ccc2c(c1)O[C@@H](CN(C)C(=O)Nc1ccccc1F)[C@H](C)CN([C@@H](C)CO)S2(=O)=O	nt	1
C[C@@H]1CN([C@@H](C)CO)C(=O)c2cc(NS(=O)(=O)c3ccc(F)cc3)ccc2O[C@@H](C)CCCCO[C@H]1CN(C)C(=O)Nc1cccc2ccccc12	6.8	nt
Cc1noc(C)c1NC(=O)Nc1ccc2c(c1)C(=O)N([C@H](C)CO)C[C@H](C)[C@H](CN(C)C(=O)Nc1ccc3c(c1)OCO3)O2	1.6	nt
O=C(O)CCCCCCC(=O)N/N=C/c1cc(Br)ccc1O	nt	-6
CO[C@@H]1CN(C)C(=O)c2ccc(NS(C)(=O)=O)cc2OC[C@@H](C)N(Cc2nccs2)C[C@H]1C	0.0	-4
Cc1noc(C)c1S(=O)(=O)N(C)C[C@@H]1OCCCC[C@@H](C)Oc2ccc(NS(=O)(=O)c3ccccc3)cc2C(=O)N([C@@H](C)CO)C[C@@H]1C	2.0	nt
COC(CCc1ccc(O)c(O)c1)CC(=O)CCc1ccc(O)c(O)c1 (centres undefined)	52*	39
CC(C)NC(=O)N(C)C[C@@H]1OCCCC[C@@H](C)Oc2ccc(NC(=O)c3ccccc3)cc2C(=O)N([C@H](C)CO)C[C@H]1C	2.5	-19
COc1ccc(S(=O)(=O)N(C)C[C@@H]2Oc3ccc(NC(=O)CCN4CCOCC4)cc3C(=O)N([C@@H](C)CO)C[C@@H]2C)cc1	0.4	nt
C[C@@H]1CN([C@H](C)CO)S(=O)(=O)c2ccc(C3=CCCC3)cc2O[C@H]1CN(C)C(=O)CN(C)C	nt	-3
Cc1cc(Br)ccc1OCC(=O)NC(=S)Nc1ccccc1C(N)=O	1.4	nt
Cc1noc(C)c1NC(=O)N[C@@H]1C=C[C@@H](CC(=O)Nc2ccc(-c3ccccc3)cc2)O[C@@H]1CO	-0.1	-7
C[C@@H]1CCCCO[C@H](CN(C)C(=O)CCCN(C)C)[C@H](C)CN([C@H](C)CO)C(=O)c2cc(NC(=O)C3CCCCC3)ccc2O1	6.8	nt
CNC[C@@H]1OCCCC[C@H](C)Oc2ccc(NS(=O)(=O)c3cccs3)cc2C(=O)N([C@@H](C)CO)C[C@H]1C	4.7	nt
C[C@H](CO)N1C[C@H](C)[C@H](CN(C)Cc2ccncc2)Oc2ccc(NC(=O)CCC(F)(F)F)cc2CC1=O	0.1	-2
C[C@H]1CCCCO[C@@H](CN(C)Cc2ccc(C(=O)O)cc2)[C@@H](C)CN([C@@H](C)CO)C(=O)c2cc(N(C)C)ccc2O1	0.0	-2
CC(C)NC(=O)N(C)C[C@@H]1Oc2cc(-c3cncnc3)ccc2S(=O)(=O)N([C@@H](C)CO)C[C@@H]1C	0.5	-13
COc1ccc([Si](C)(C)[C@H]2[C@H](CCn3cc([C@H](O)c4ccccc4)nn3)O[C@@]3(C(=O)N(Cc4cccc(N5CCC5=O)c4)c4ccccc43)[C@@H]2C)cc1	nt	9
C[C@@H]1CN([C@H](C)CO)C(=O)CCCn2cc(nn2)CO[C@@H]1CN(C)Cc1ccc(Cl)c(Cl)c1	-0.2	1
C/C=C/c1cnc2c(c1)C(=O)N([C@H](C)CO)C[C@H](C)[C@H](CN(C)C(=O)Cc1cccnc1)O2	-2.0	nt
C[C@H](CO)N1C[C@H](C)[C@H](CN(C)C(=O)C2CCCCC2)OCCCC[C@H](C)Oc2ccc(NS(=O)(=O)c3ccccc3)cc2C1=O	-1.4	nt

Compound activity deposited in PubChem by Broad Institute.
